# Pf apPOL inh = Pf-apPOL DNA polymerase inhibition. Recombinant Pf-apPOL, molecular beacon fluorescence, 1.5 h. inhibition, % at 10 µM. 210,000 compounds, 0.25% hits. AID 1794808
# mHTT CaM bind = inhibitors of human mutant huntingtin-calmodulin interaction; inhibition, % at 15 µM; 190,000 compounds, 3.6% hits; AlphaScreen His-mHTT/GST-CaM binding, luminescence; AID 1671202; P42858;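 also: 0% = both proteins with DMSO and 100% = one protein alone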
# An asterisk follows results filed as active; x = no result given; & = joins results of further samples. Rule as the data show it: active = inhibition above about 50%; inactive = the rest.
cpd	SMILES	mHTT CaM bind	Pf apPOL inh
1	O=C(O)CC(F)(F)C(=O)O	x	-2
2	CC1CCN(C(=O)Cn2nnc(-c3ccccc3)n2)CC1	-1	4
3	CCC(=O)N1CCN(c2nc3c(s2)CC(C(=O)Nc2ccc(F)cc2C)CC3)CC1 (centres undefined)	25	0
4	O=C(c1nccc2ccccc12)N1CCC(Nc2cccnc2)C1 (centres undefined)	3	3
5	CC(C)N1CC2=C(OC(N)=C(C#N)C2c2cccs2)/C(=C/c2cccs2)C1 (centres undefined)	66*	x
6	Fc1cccc(Cl)c1C1C=C(c2ccc(Br)cc2)Nc2nnnn21 (centres undefined)	8	12
7	O=C(c1ccc(F)c(F)c1)N1CCN(c2nc(CN3CCCC3)cs2)CC1	-5	-1
8	O=C(c1ccc(Br)o1)N1CCc2nc(-c3ccc(Cl)cc3)ncc2C1	6	1
9	Cc1nc(C(F)(F)F)c(C(=O)ON=C(N)c2ccc(Cl)cc2)s1	x	-2
10	O=C(NCCN1CCCCCC1)c1ccc2c(c1)NC(=O)C1CCCCN21 (centres undefined)	11	1
11	COc1ccccc1CNC(=O)CN(c1cc(C)cc(C)c1)S(C)(=O)=O	1	-3
12	COc1ccccc1CNC(=O)C1(C)Cc2ccccc2C(=O)N1CC1CC1 (centres undefined)	9	-5
13	CCC1c2ccc(C)n2CCN1C(=O)Nc1cc(OC)cc(OC)c1 (centres undefined)	9	-6
14	COc1ccc(NC(=O)C[C@H]2C(=O)N(CCc3ccccc3)C[C@@H]2CSC)cc1	0	-1
15	O=c1c2ccccc2c(-c2ccccc2)nn1-c1cc(Cl)ccc1[N+](=O)[O-]	41	-1
16	O=C(Nc1ccc(Cl)cc1O)c1ccco1	4	2
17	CCC1(C)CCC(C)C(OC)O1 (centres undefined)	14	x
18	O=C(Nc1ccc2oc(-c3cc(F)c(F)cc3Cl)nc2c1)c1ccco1	2	0
19	COc1ccc(SCC(O)CNCc2ccc(Cl)cc2)cc1 (centres undefined)	x	-9
20	C=CCNC(=O)C(=O)NCc1ccc(CC)cc1	4	0
21	Cn1c(N2CCC(C(=O)NCc3ccc(Cl)cc3)CC2)cc(=O)n(C)c1=O	35	3
22	Cc1ccc(NC(=O)c2ccc(Br)o2)cc1[N+](=O)[O-]	8	0
23	CCCNC(=O)c1cnn2c1NC(c1cccc(OC)c1)CC2C(F)(F)F (centres undefined)	-12	0
24	C=CCOC(=O)COc1ccc2c(c1)OC(=Cc1cc(OC)ccc1OC)C2=O	-36	-4
25	N#Cc1ccc(C(=O)Nc2ccc3ncnc(N4CCCCC4)c3c2)cc1	20	5
26	Cc1ccc(S(=O)(=O)NCC(=O)OCc2ccccc2)cc1	x	9
27	CC(C)C(=O)NCc1csc(C2CCCN(C(=O)Cc3ccccc3F)C2)n1 (centres undefined)	3	0
28	O=C1CC2(CCCC2)C(=O)N1c1ccc(S(=O)(=O)N2CCc3ccccc3C2)cc1Cl	x	0
29	COc1ccccc1-c1cc(C(N)=O)c2cccc(C)c2n1	2	0
30	O=C1NC2(O)C(=O)c3ccccc3C2(O)N1c1ccccc1 (centres undefined)	1	0
31	COc1cc(OC)c(CN2CCN(c3ccc(C(C)=O)cc3)CC2)cc1Br	24	1
32	O=C1OC(OC2CCCCC2)(c2ccccc2)c2ccccc21 (centres undefined)	-78	3
33	Cc1ccc2nc(C(F)(F)F)cc(N3CCN(C=C(C#N)S(=O)(=O)c4ccccc4)CC3)c2c1	x	-12
34	Cc1ccc([C@H]2C[C@@H](n3cc(C4CC4)nn3)[C@H](O)CN2C(=O)c2cccs2)cc1	2	-5
35	COc1ccc(N=Cc2cccc(OC)c2O)cc1Cl	10	-1
36	Cn1c(=O)c2c(nc(OCCc3ccccc3)n2Cc2ccccc2F)n(C)c1=O	-1	-1
37	COc1ccc(NC(=O)C2CCCCN2N)cc1OC (centres undefined)	18	-4
38	Cc1cccc(C(=O)Nc2c3c(nn2C(C)(C)C)CS(=O)(=O)C3)c1	1	-1
39	CC1(C)Cc2nc(NCc3ccccc3)c(C#N)cc2CO1	-15	-6
40	O=C(Cc1csc(Nc2ccccn2)n1)Nc1ccc(F)c(C(F)(F)F)c1	26	7
41	CCCCNC(=O)C1CCN(c2nc3ccc(OC)cc3s2)CC1	-7	-8
42	CCN(C1CCS(=O)(=O)C1)S(=O)(=O)c1cccs1 (centres undefined)	-3	-3
43	COc1ccc(CN2CCN(Cc3ccco3)CC2)cc1Br	7	-20
44	COC(=O)c1cccc(NC(=O)N2CCC3(CC2)Nc2cc(F)ccc2-n2cccc23)c1	53*	-3
45	CC(C)c1nnc(NC(=O)CSc2nnc3c4ccccc4n(C)c3n2)s1	24	-5
46	O=C(CCSc1ccccc1)Nc1cccc(-c2ccn[nH]2)c1	-6	-6
47	COc1ccc(CCNC(=O)CCS(=O)(=O)c2ccc(Cl)cc2)cc1OC	-9	0
48	CCc1nc2ccc(-c3noc(-c4cccs4)n3)cc2n1CC	4	-8
49	O=C(c1ccccc1Sc1nccnc1Oc1ccccc1)N1CCOCC1	4	-4
50	CN(C(=O)Cn1c(CN2CCOCC2)nc2ccccc21)c1ccccc1	-9	-5

# New compounds follow:
cpd	SMILES	mHTT CaM bind	Pf apPOL inh
51	COc1ccc(C2CC(C(F)(F)F)n3nc(C(=O)Nc4cccc(C)c4C)cc3N2)cc1 (centres undefined)	13	0
52	COCCn1cc(C(=O)NCCC(C)C)c2c3ccccc3n(C)c2c1=O	2	2
53	O=C(Nc1ccc(Cl)cc1)C1C2/C=C\CCCCC21 (centres undefined)	-3	1
54	Nc1c(C(=O)Nc2cccnc2Cl)sc2nc3c(cc12)CCCC3	-4	2
55	COc1ccc(CCC(=O)Nc2cc(-c3cccnc3)no2)cc1	2	-8
56	COc1ccc(C=C2SC(=S)N(CCCCCC(=O)O)C2=O)cc1OC	-4	27
57	CCn1c(=O)c(N2CCN(C(=O)c3ccc(F)cc3)CC2)nc2ccccc21	4	-7
58	COc1cc(Cl)c(NS(=O)(=O)c2cc(Br)c(Br)s2)c(OC)c1	x	-9&-9
59	CCN(CC)c1ccc2cc(-c3nc(-c4ccccc4)n[nH]3)c(=O)oc2c1	-19	1
60	Cn1cc(C=O)c2ccc(F)cc21	-6	x
61	COc1ccc2nc(NS(=O)(=O)Cc3ccccc3)sc2c1	4	-3
62	COCCNC(=O)c1ccc2c(c1)ncn2-c1cccc(C)c1	3	30
63	O=C(CCc1conc1-c1ccccc1)NCC1CCCCC1	-14	0
64	Fc1ccc(-c2noc(Cc3nnc(-c4cc(F)cc(F)c4)o3)n2)cc1	-10	-6
65	COc1ccc(CN2CCC(N3CCCCC3)CC2)c(OC)c1C	-3	2
66	CCCCNS(=O)(=O)/C=C/c1cc(C)ccc1CNC(=O)OC(C)(C)C	5	44
67	Cc1nn(-c2nc3ccccc3s2)c2c1C(c1ccccc1Br)CC(=O)N2 (centres undefined)	-8	-5
68	CCCCC1=NN(C(=O)c2ccc(Cl)cc2)C(O)(C(F)(F)F)C1 (centres undefined)	4	4
69	O=C(NC1CCCC(O)C1)C12CC3CC(CC(C3)C1)C2 (centres undefined)	-5	0
70	C#Cc1ccc(NC(=O)c2cc(C(F)(F)F)cc(C(F)(F)F)c2)cc1	x	3
71	NC(=O)Cn1cnc(-c2ccc(F)cc2)c1	-2	-2
72	Cc1ccc(-c2noc(CS(=O)(=O)c3ccccc3)n2)cc1	-19	-3
73	Cc1cc(Oc2ccccc2F)c(F)cc1[N+](=O)[O-]	-14	3
74	CCc1cccc(C)c1NC(=O)CCS(=O)(=O)c1ccc(Br)s1	-7	-6
75	Cc1nc(-c2ccc(F)cc2)sc1CCNC(=O)CN1C(=O)c2ccccc2C1=O	1	-4
76	COc1ccc(OC)c(NS(=O)(=O)c2cccc3ccccc23)c1	-1	-2
77	Cn1c(C2CCN(C(=O)Nc3ccc4c(c3)CCC4)C2)nc2cccnc21 (centres undefined)	8	5
78	CCOc1ccc(-n2c(SCC(=O)NCCc3ccccc3)nc3c(c2=O)SCC3)cc1	-9	-2
79	Cc1cc(C)c(S(=O)(=O)N2CCc3nc[nH]c3C2)cc1C	13	-3
80	C=CCn1c(SCC(=O)NCc2cccnc2)nc2sc(C)c(C)c2c1=O	3	-7
81	CCCOc1cccc(C(=O)Nc2ccc(OC)cc2)c1	-10	-9
82	O=C(Nc1ccc(Cl)cc1F)C1CCCC1	-4	-3
83	COC(=O)c1ccc(NC(=O)C(=O)NCCN2CCN(c3ccccc3OC)CC2)cc1	-6	0
84	C1C2CC3CC1CC(C2)C3Nc1nc2nonc2nc1NC1C2CC3CC(C2)CC1C3 (centres undefined)	2	-10
85	Cc1cccc(OCC(=O)Nc2ccc(NC(=O)c3ccco3)cc2)c1C	-1	2
86	COc1ccc(CCC(=O)N2CCCC2c2cc(C)no2)cc1 (centres undefined)	-2	-2
87	CNc1oc(C)nc1S(=O)(=O)c1ccc(C)cc1	0	9
88	COc1ccc(C=C2Oc3c(ccc(O)c3CN3CCCCC3C)C2=O)cc1 (centres undefined)	20	-21
89	CC(=O)Nc1ccc(C2(C(=O)NCCCN3CCOCC3)CCCCC2)cc1	1	2
90	COc1ccccc1/C=C1\N=C(c2ccc(-c3ccccc3)cc2)OC1=O	5	0
91	CCN1C(=O)Cc2cc(C(=O)NCC3CCCO3)ccc21 (centres undefined)	5	1
92	O=C(Nc1ccc(N2CCOCC2)c(Br)c1)C1CC1	3	-7
93	CN(C)C(=NS(=O)(=O)c1ccc(Cl)cc1)c1ccc(Cl)cc1	4	-2
94	Cc1ccccc1C(=O)Nc1cccc(Br)c1	-17	-2
95	Cc1ccc(CNC(=O)Cn2c(=O)n(-c3ccc(C)c(F)c3)c(=O)c3sccc32)cc1	-2	-1
96	CC(C)(C)n1nc2c(c1NC(=O)c1cccs1)CS(=O)(=O)C2	-13	-2
97	CCN1c2ccccc2C(=O)NC12CCN(C(=O)Nc1ccc3c(c1)OCCO3)CC2	10	0
98	Cc1ccc(S(=O)(=O)N(C)CC(=O)Nc2ccc(F)c(Cl)c2)cc1	0	-5
99	CC(C(=O)NCCCN1CCCC1)C1CCN(S(=O)(=O)c2ccc(Cl)s2)CC1 (centres undefined)	1	-2
100	C=CCN1C[C@@H](COCc2ccccc2)Oc2cc(F)ccc2S1(=O)=O	-47	0

# Copied from above: entries 99–100
cpd	SMILES	mHTT CaM bind	Pf apPOL inh
99	CC(C(=O)NCCCN1CCCC1)C1CCN(S(=O)(=O)c2ccc(Cl)s2)CC1 (centres undefined)	1	-2
100	C=CCN1C[C@@H](COCc2ccccc2)Oc2cc(F)ccc2S1(=O)=O	-47	0

# Next section.
cpd	SMILES	mHTT CaM bind	Pf apPOL inh
101	COc1cc(/C=c2\sc3nc(-c4ccc(C)cc4)nn3c2=O)cc(OC)c1OC	0	-1
102	COc1ccc(CNC(=O)c2nc(C)n(C3CCN(C(C)=O)CC3)c2C)cc1OC	4	-5
103	O=C(NCc1ccc(S(=O)(=O)N2CCN(c3ccnc4cc(Cl)ccc34)CC2)s1)c1ccccc1	x	2
104	COc1ccc(CC(C)(O)CNS(=O)(=O)c2ccc(F)cc2C)cc1 (centres undefined)	-14	-5
105	O=C(Nc1cccc2cccnc12)c1cccs1	-16	11
106	O=C(CCC(=O)c1ccccc1)Nc1ccc(-c2ccn[nH]2)cc1	2	-10
107	Nc1nc2ccccc2n1Cc1ccc(Cl)c(Cl)c1	22	-1
108	COc1ccc(C2=NOC(C(=O)Nc3cc(Br)ccc3O)C2)cc1 (centres undefined)	15	-1
109	O=C(Nc1nnc(SCc2ccc(Br)cc2)s1)c1ccccc1F	-32	1
110	COc1ccc2oc(C(=O)c3ccccc3)c(N)c2c1	-8	-7
111	CC1(C)CC(=O)c2sc(NC(=O)c3ccc(N4C(=O)CCC4=O)cc3)nc2C1	-20	-4
112	COc1ccccc1OCCNC(=O)C1CCN(c2nnc3ccc(Cl)cn23)CC1	-2	1
113	CCN(C(=O)c1cccc(C)c1)c1ccccc1	-5	-3
114	CCS(=O)(=O)Nc1ccc(C2(C(=O)NCC3CCCO3)CCCCC2)cc1 (centres undefined)	3	-3
115	CCCN(CCC)c1nc(Cl)nc(NCc2ccco2)n1	-11	-3
116	CCn1cc(CN2CCC(C(=O)NCc3ccccc3F)CC2)c2cc(OC)ccc21	8	-1
117	Cc1ccc(-c2nc3ccc(C)cn3c2NC(=O)C(C)C)cc1	6	-4
118	COc1cccc(OC)c1C(=O)NCc1ccc(Cl)cc1	-7	-14
119	COCCC1CCN(C(=O)Cc2ccc(Cl)cc2)CC1	-7	-6
120	CCc1ccc(-c2ccc(SCC(=O)Nc3cc(Cl)ccc3OC)nn2)cc1	-17	-3
121	Cc1oc(-c2cccs2)cc1C(=O)NCCNc1nccc(C(F)(F)F)n1	x	0
122	Cc1cc(O)cc(C)c1NC(=O)c1cccc(Cl)c1	-4	-4
123	Cc1ccc(-c2noc(CN3C(=O)COc4ccc(Cl)cc43)n2)cc1	-18	0
124	CCc1c(O)nc(SCC(=O)Nc2ccccc2C)[nH]c1=O	2	1
125	O=C(NCc1csc(-c2cccs2)n1)C1CCN(C(=O)c2ccccc2F)CC1	8	-8
126	C=CSc1nc(O)c(Cc2ccccc2)c(=O)[nH]1	-4	8

# Complete entries as entered above.
# COc1ccc2oc(C(=O)c3ccccc3)c(N)c2c1 is entered as mHTT CaM bind: -8; Pf apPOL inh: -7
# CCc1c(O)nc(SCC(=O)Nc2ccccc2C)[nH]c1=O is entered as mHTT CaM bind: 2; Pf apPOL inh: 1
# COc1ccc(CNC(=O)c2nc(C)n(C3CCN(C(C)=O)CC3)c2C)cc1OC is entered as mHTT CaM bind: 4; Pf apPOL inh: -5

# Grouped by structure: the entries above containing a nitro group on carbon (3)
cpd	SMILES	mHTT CaM bind	Pf apPOL inh
15	O=c1c2ccccc2c(-c2ccccc2)nn1-c1cc(Cl)ccc1[N+](=O)[O-]	41	-1
22	Cc1ccc(NC(=O)c2ccc(Br)o2)cc1[N+](=O)[O-]	8	0
73	Cc1cc(Oc2ccccc2F)c(F)cc1[N+](=O)[O-]	-14	3
